PLC-gamma1 inh – PLC-gamma1 (human) inhibition, primary screen; P19174; purified PLC-gamma1, fluorogenic substrate, fluorescence; inhibition, % at 12.2 µM; 370,000 compounds, 0.84% hits; in the data active means inhibition above about 9.5%
Target sequence (P19174 whole entry, looked up): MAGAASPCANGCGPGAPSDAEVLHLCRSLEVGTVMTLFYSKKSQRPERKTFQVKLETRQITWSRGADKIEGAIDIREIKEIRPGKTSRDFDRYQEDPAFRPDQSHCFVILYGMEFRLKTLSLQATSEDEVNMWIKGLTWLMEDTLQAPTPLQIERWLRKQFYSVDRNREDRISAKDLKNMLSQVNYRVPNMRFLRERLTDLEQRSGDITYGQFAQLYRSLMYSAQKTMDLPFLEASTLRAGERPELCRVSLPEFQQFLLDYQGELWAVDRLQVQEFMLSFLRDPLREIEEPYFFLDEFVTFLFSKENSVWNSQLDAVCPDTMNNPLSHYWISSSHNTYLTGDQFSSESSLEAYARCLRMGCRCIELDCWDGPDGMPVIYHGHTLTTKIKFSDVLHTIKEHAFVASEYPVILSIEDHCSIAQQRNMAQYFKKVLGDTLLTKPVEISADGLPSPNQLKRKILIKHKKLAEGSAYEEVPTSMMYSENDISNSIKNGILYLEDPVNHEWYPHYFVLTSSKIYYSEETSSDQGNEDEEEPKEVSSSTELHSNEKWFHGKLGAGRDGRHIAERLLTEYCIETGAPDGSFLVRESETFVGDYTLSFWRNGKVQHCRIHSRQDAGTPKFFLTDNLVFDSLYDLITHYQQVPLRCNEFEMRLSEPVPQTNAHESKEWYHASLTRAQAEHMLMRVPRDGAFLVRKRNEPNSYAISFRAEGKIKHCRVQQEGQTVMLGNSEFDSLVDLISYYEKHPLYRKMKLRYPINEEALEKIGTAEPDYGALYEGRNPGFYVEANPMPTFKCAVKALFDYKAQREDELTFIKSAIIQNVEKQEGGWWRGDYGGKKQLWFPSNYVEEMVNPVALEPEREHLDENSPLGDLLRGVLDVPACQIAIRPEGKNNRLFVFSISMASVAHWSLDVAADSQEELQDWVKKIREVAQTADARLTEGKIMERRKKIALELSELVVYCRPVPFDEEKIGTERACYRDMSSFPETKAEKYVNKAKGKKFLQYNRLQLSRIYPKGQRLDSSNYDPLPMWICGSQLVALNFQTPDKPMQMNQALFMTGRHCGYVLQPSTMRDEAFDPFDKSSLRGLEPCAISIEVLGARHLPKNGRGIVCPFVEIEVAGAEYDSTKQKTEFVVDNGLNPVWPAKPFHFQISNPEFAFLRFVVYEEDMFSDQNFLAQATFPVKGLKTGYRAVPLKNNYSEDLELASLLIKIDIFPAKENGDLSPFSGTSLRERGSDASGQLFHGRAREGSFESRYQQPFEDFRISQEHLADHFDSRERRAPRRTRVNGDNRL
ASAP1 inh – blocks human ASAP1-stimulated Arf1 GTP hydrolysis; Q9ULH1; 360,000 compounds, 0.19% hits; GDP FP detection; inhibition, % at 16.5 µM; AID 624377; in the data active means inhibition above about 25%;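 further: 0% = vehicle with enzyme and substrate and 100% = no enzyme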
ARFGAP1 inhibitor – rat ARFGAP1 inhibition; Q62848; 360,000 compounds, 0.26% hits; inhibition, % at 16.5 µM; AID 651572; Arfgap1-stimulated ARF1 GTP hydrolysis, GDP FP detection;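 active means inhibition above a per-plate limit, mean inhibition of low control wells plus 3 SD, cut at about 25% in these data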;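 further: 0% = DMSO wells with enzyme and 100% = wells lacking Arfgap1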
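System: truncated rat Arfgap1 GAP domain / Medium: HEPES-based buffer, pH 7.5 / Also added: N-terminally truncated human ARF1-GTP substrate / Incubation: enzyme reaction 120 min at 25 °C after 20 min preincubation / Measured by: FP of antibody-bound GDP Alexa 633 tracer, ex 620/em 688 nm / Replicates: singlicate, each compound tested once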
proKLK7 act – activates the human kallikrein-7 zymogen; activation, % at 7 µM; P49862; 370,000 compounds, 0.9% hits; purified proKLK7, EDANS-DABCYL substrate fluorescence; 100% is mature enzyme control, 0% vehicle;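 active means activation above the mean of all tested compounds plus 3 SD, computed per campaign excluding outliers beyond control limits, cut at about 13% in these data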
ADAM17 inh – ADAM17 inhibition, QFRET primary screen; recombinant ADAM17, EDANS/DABCYL FRET peptide cleavage; 370,000 compounds, 0.83% hits; inhibition, % at 6.95 µM;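 active means inhibition above the mean of compounds lying between control limits plus 3 SD, set per campaign, cut at about 8.5% in these data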;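 further: 0% = DMSO-only wells as the low control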
PLC-beta3 inh – blocks human PLC-beta3 enzyme activity; Q01970; inhibition, % at 12.2 µM; Purified PLC-beta3, fluorogenic substrate, fluorescence; 370,000 compounds, 0.18% hits; AID 720704; in the data active means inhibition above about 11%;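 further: 0% = median of compound wells on plate and 100% = full blocker control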
UHRF1 MBD2 ctr – UHRF1 methyl-DNA binding inhibition | UHRF1 binding to methylated oligo, TR-FRET | inhibition, % at 4.4 µM | 370,000 compounds, 0.75% hits; in the data active means inhibition above about 21%;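 further: UHRF1 SRA domain binding a hemimethylated CpG hairpin DNA probe; 0% = median of test compound wells and 100% = reference inhibitor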
DDE Tn6 FP inh – DD(E)-Tn6 binding inhibition, primary FP screen. P02675. Fibrin DD(E) TRITC-Tn6 fluorescence polarization displacement. inhibition, % at 8.3 µM. 370,000 compounds, 0.21% hits. AID 720509;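 active means inhibition above a per-campaign cutoff: mean of compounds within control limits plus 3 SD, cut at about 15% in these data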;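 further: 0% = median of all compound wells on the plate and 100% = blocking peptide control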
MBD2 inh – blocks human MBD2 binding to methylated DNA; 370,000 compounds, 0.31% hits; Q9UBB5; AID 686964; inhibition, % at 4.4 µM; TR-FRET, MBD2 binding to methylated oligonucleotide; in the data active means inhibition above about 13%
Tn7 DDE FP – DD(E)-Tn7 binding inhibition, primary FP screen; FP displacement of FITC-Tn7 peptide from fibrin DD(E); 0% = median of compound wells per plate; inhibition, % at 8.3 µM; 370,000 compounds, 0.13% hits;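 active means inhibition above the mean of compounds falling within the control limits plus 3 SD of them, cut at about 14% in these data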;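 further: 0% = plate median of compound wells and 100% = 10 µM Aha-Tn7 peptide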
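Assay system: Human clot-derived fibrin DD(E) complex | Buffer or medium: Tris/NaCl/CaCl2 buffer, pH 7.8 | Repeats: One replicate per compound | Benchmarks: Aha-Tn7 high control | Measure: % inhibition scaled between sample-field median and high-control FP | Schedule: 10 min plus 3 h, room temperature | Signal: Fluorescence polarization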
Active calls of the source: *; . = not tested or not shown.

Results follow in this order: PLC-gamma1 inh, ASAP1 inh, ARFGAP1 inhibitor, proKLK7 act, ADAM17 inh, PLC-beta3 inh, UHRF1 MBD2 ctr, DDE Tn6 FP inh, MBD2 inh, Tn7 DDE FP
Cc1cccc(NC(=S)N2CCN(S(=O)(=O)c3cccc(F)c3)CC2)c1
    -1, 7, 6, -0.3, -4, -4, -1, -7, 1, -3
O=C(COc1ccccc1)Nc1nnc(-c2ccccc2)o1
    -1, -7, 1, -0.5, -2, 0, -2, 2, 3, -1
CCOc1ccc(S(=O)(=O)Nc2cccc(Cl)c2)cc1
    0, -2, 2, 0.1, 2, -2, 0, 1, 0, 2
CCCCCCn1c(CN2CCCCC2C)nc2c1c(=O)n(C)c(=O)n2C (configuration not stated)
    -1, 0, 9, 0.6, -8, 0, 0, 0, -6, 0
CN(Nc1cccc(Cl)c1)c1cccc(Cl)c1
    1, 6, -5, 0.2, -1, 0, 0, 10, 1, 0
CCOc1ccccc1CN1CCN(C2CCC2)CC1CCO (configuration not stated)
    1, 4, -14, 0.2, -1, -3, 0, -1, -2, 2
O=C(Cn1c(=O)oc2ccccc21)Nc1ccc(F)cc1
    8, -9, 1, -0.4, 3, 2, 2, -1, -2, -1
CN(c1ccccc1)S(=O)(=O)c1ccc(C(=O)OCC(=O)N2CCOCC2)cc1
    1, 2, 0, 0.4, -2, 3, -1, -2, -2, -2
O=C(NNC(=S)Nc1ccccc1)Nc1ccccc1
    1, -5, -8, -0.4, -3, 3, -2, -9, -2, 0
COc1ccc(CNC(=O)COC(=O)CCOc2ccccc2)cc1
    -2, -13, 3, -0.1, -4, 2, 2, 8, -1, 7
CC(=O)NNC(=O)CN1C(=O)/C(=C/c2ccccc2)SC1=S
    8, 0, -6, -0.2, -2, 5, -2, -4, 4, -5
CC(OC(=O)Cc1c[nH]c2ccccc12)C(=O)NC1CCCCC1C (configuration not stated)
    1, 6, -1, 0.2, -1, -6, 23*, 1, 8, -10
Oc1ccccc1C=NC1CCCCC1N=Cc1ccccc1O (configuration not stated)
    -4, -3, 10, -0.5, -2, -4, 0, -2, -2, -3
CCOC(=O)C1=C(C)Nc2nc3ccccc3n2C1c1ccncc1 (configuration not stated)
    -7, -3, 8, 1.0, -4, -3, -1, -1, -3, 0
Cc1onc(-c2ccccc2Cl)c1C(=O)Nc1ccccc1C(=O)NC(C)C
    -1, -1, -5, 0.0, 1, 1, -2, -7, -7, 3
O=C(Cc1ccccc1)NC1CCCCN(Cc2cccc(Cl)c2)C1=O (configuration not stated)
    8, ., ., 0.6, 4, 8, -2, -5, -8, -3
O=C(C(=O)c1ccc(O)cc1)c1ccccc1
    0, -4, 2, -0.2, 3, -2, 1, 0, -3, 2
COc1cc(/C=C2/C(=O)NN(c3ccc(Cl)cc3)C2=O)cc(Br)c1O
    0, -7, -5, -0.7, -1, -7, -2, -8, 0, 1
C=C(C)CSc1nnc(-c2ccccc2)n1N
    -55, -1, -1, -0.2, -2, 2, -2, 2, 2, 1
COc1ccc(C2CC(c3ccc(OC)cc3)n3nc(NC(=O)c4cccs4)nc3N2)cc1 (configuration not stated)
    -7, -1, 0, -0.9, -8, -12, 1, 0, 3, -7
Cc1nn(CC#N)c(=O)n1-c1ccccc1
    2, -17, 7, 0.1, 0, -1, 4, 3, 8, 0
COc1ccc(NC(=O)C2CCN(S(=O)(=O)c3cccnc3)CC2)cc1Cl
    0, 14, -6, -0.4, 2, 4, 4, -1, 0, -6
CCOC(=O)C1C(=O)C(C(C)=O)C(=O)CC1CC(C)SCC (configuration not stated)
    -1, -6, -13, 0.0, -1, 4, -1, 2, -3, 5
CN(Cc1ccc(Cl)cc1Cl)C(=O)c1cccc(S(=O)(=O)N2CCN(c3ccccc3)CC2)c1
    2, 8, -9, -0.3, 5, -1, 1, 2, 4, 1
Cc1ccc(CNC(=O)c2ccc(NS(=O)(=O)c3c(C)noc3C)cc2)cc1
    0, -3, -6, 0.0, -1, 0, 2, -5, -1, 0
Cc1ccc(NCC(=O)Nc2cccc(S(=O)(=O)N(C)C)c2)cc1S(=O)(=O)N1CCCCCC1
    4, 8, -2, 0.1, 8, 4, 0, 0, -6, 7
CCC(C)Sc1nc2c(c(=O)n1C)SC(C)C2 (configuration not stated)
    3, 8, 5, 0.0, -2, -2, 0, -3, -1, 2
N#Cc1c(NC(=O)C2CC(c3ccccc3O)=NO2)sc2c1CCC2 (configuration not stated)
    14*, 13, 0, 0.4, 7, 0, 2, 5, -2, -2
CC(C(=O)O)n1cc(Cl)cn1 (configuration not stated)
    0, 11, 0, 0.1, -3, -1, -1, 5, 2, 1
CC1C(=O)CCN(C(C)C)C1C (configuration not stated)
    1, -7, -6, 0.2, -2, -2, -2, -3, 6, 5
C/C=C/C(=O)OCC(=O)Nc1ccc(SC(F)F)cc1
    -2, -11, -2, -0.3, -3, -3, 0, -2, -3, -3
CCOC(=O)c1c(C)c(C(=O)Nc2cc(OC)ccc2OC)c(C)n1CC
    0, 5, -6, -0.2, 0, 0, -4, -1, 0, 0
COCCOC1CCN(C(=O)c2ccc(OC)c(OC3CCN(C(C)C)CC3)c2)CC1
    -90, 9, 9, 0.1, -1, -9, 0, -1, 2, -2
CCn1cc(S(=O)(=O)CC(=O)Nc2ccc3c(c2)OCO3)c2ccccc21
    -1, -5, 13, 0.1, 0, -3, 1, 2, 1, 0
O=C1NCC(c2ccccc2)C1C(=O)N/N=C\c1ccc(-c2ccc(Cl)c(Cl)c2)o1 (configuration not stated)
    -9, 6, 4, -7.7, -10, -15, 1, -14, -3, 4
COc1ccccc1CCNS(=O)(=O)c1cc2c3c(c1)CCN3C(=O)CC2
    1, 4, -6, 0.3, 0, -4, 2, -1, -3, 0
CCOc1ccc(NC(=O)C(=S)NC2CCCCC2)cc1
    3, -1, -2, 0.3, 0, 0, -3, -2, 4, -3
CCOc1ccc(NC(=O)CN2C(=O)COc3ccc(S(=O)(=O)N4CCCCC4)cc32)cc1
    3, 0, 11, 0.0, 3, -1, -1, 3, -3, -4
CCCCN(C(=O)c1ccc(-c2ccc(Cl)cc2)o1)c1c(N)n(CCCC)c(=O)[nH]c1=O
    -4, -5, -7, 0.1, -9, -16, -3, -8, 2, 0
CC1CCCC(C)N1C(=O)c1cc(-c2cccs2)on1 (configuration not stated)
    3, 8, 6, -0.2, -4, 2, 6, -4, 0, -1
CCN(CC)S(=O)(=O)c1ccc(N2CCCC2)c(NC(=O)C2CSC3(C)CCC(=O)N23)c1 (configuration not stated)
    -4, -17, 7, 0.1, -3, -2, 2, 3, 4, -3
CCCN1CCC(=O)N(CCSc2ccc(C)cc2)CC1
    -1, 3, 4, 0.3, -1, 1, -3, 4, -5, 2
COc1ccc(-c2cc3ccccc3n2CC(O)CN2CCOCC2)cc1 (configuration not stated)
    -2, -4, 3, -0.6, -8, -3, -1, -2, 1, 4
COc1cc2[nH]c(=O)n(Cc3ccc(C(=O)NC4CCCC4)cc3)c(=O)c2cc1OC
    2, 5, 10, -0.2, -4, 1, 0, -6, -5, -6
O=C(CC(c1ccccc1)c1cc(Br)ccc1O)N1CCCC1 (configuration not stated)
    -25, -12, -1, -0.3, 2, -5, 2, 3, 3, -1
CC(C)OP(=O)(c1ccc(N(C)C)cc1)C(O)c1ccc(Br)cc1 (configuration not stated)
    1, 5, 13, 0.3, -3, -2, -1, -10, 5, -1
CCOC(=O)C1=C(N)Oc2cc(O)ccc2C1c1cccc([N+](=O)[O-])c1 (configuration not stated)
    3, 7, 7, -0.4, 1, 3, 3, 8, -1, 0
Cc1ccc(/C=N/NC(=O)CSc2nc3ccccc3c(=O)n2-c2ccccc2C)s1
    -1, -2, 19, 0.3, 1, 1, -2, 3, -4, -8
CC(C)NC(=O)CC(=O)N/N=C\c1ccccc1C(=O)O
    -1, 1, -2, -0.1, -3, -2, 2, 2, 5, -2
C=CCn1c(SCC(C)=O)nnc1-c1ccc2ncccc2c1
    0, -12, 16, 0.1, -2, -2, 2, 4, 0, -1
Nn1c(C2COc3ccccc3O2)n[nH]c1=S (configuration not stated)
    -2, -5, 7, -0.2, -5, -8, -2, -5, -3, 0
O=C(COC(=O)COc1ccc(Cl)cc1)Nc1cccnc1Cl
    3, 6, -4, 0.5, -4, 1, -1, -8, 5, -5
CSc1nc2c(C)c(C)c(C)c(C)c2[nH]1
    3, 7, -3, -0.2, 2, -6, 0, 8, 2, 4
CCOC(=O)c1ccc(NS(=O)(=O)c2cc(C)ccc2OC)cc1
    2, -4, -12, -0.1, 4, 0, -2, 1, 5, 4
CCC(C)(C)n1nnnc1C(c1ccc(O)c(OC)c1)N1CCN(c2nc3ccccc3s2)CC1 (configuration not stated)
    3, 15, 12, 0.7, 0, 1, -1, -7, 1, -6
CCN(CC)CCNC(=O)c1ccc(NC(=O)c2c(C)nn(-c3ccc(F)cc3)c2Cl)cc1
    0, 12, -3, 0.2, 1, -6, -3, -2, -9, 4
O=C(c1cc(-c2ccc(Cl)s2)nc2ccccc12)N1CCOCC1
    -346, 3, -2, -4.0, -435, -299, -3, 5, -7, 7
C=CCN(c1ccc(OC)cc1)S(=O)(=O)c1ccc(Cl)c(C(=O)OCC(=O)NC2CC2)c1
    4, 3, -10, 0.7, 3, 4, 5, 3, -2, -10
COc1cccc(C(=O)CN2C3=NCCCN3c3ccccc32)c1
    9, -2, -8, -0.8, 4, -1, -2, 6, -8, 3
CCOC(=O)CNS(=O)(=O)c1cc(-c2nn(C)c(=O)c3ccccc23)ccc1C
    3, 6, -1, -0.2, -2, -1, 0, -2, 2, -6

(more compounds)
Results follow in this order: PLC-gamma1 inh, ASAP1 inh, ARFGAP1 inhibitor, proKLK7 act, ADAM17 inh, PLC-beta3 inh, UHRF1 MBD2 ctr, DDE Tn6 FP inh, MBD2 inh, Tn7 DDE FP
COC(=O)c1cccc([N+](=O)[O-])c1CN1CCCC(C(N)=O)C1 (configuration not stated)
    1, -7, -9, -0.3, -6, -10, 1, 0, -1, 2
COc1cccc(C(=O)Nc2ccc(NC(=O)c3cc4ccccc4o3)c(OC)c2)c1
    -6, -13, 5, -7.8, 1, -7, -2, -6, 3, -3
CC(Nc1ccc(F)cc1)=[N+](C)CCNS(=O)(=O)c1ccc(Cl)cc1
    2, 8, -12, 0.8, -1, 1, 0, -8, 3, -7
O=C(CCc1n[nH]c(=O)[nH]c1=O)N/N=C/c1ccc(Br)o1
    1, 2, 6, 1.2, -3, -1, -7, 1, 2, -6

Four compounds drawn at random from the list so far, as already listed:
Results follow in this order: PLC-gamma1 inh, ASAP1 inh, ARFGAP1 inhibitor, proKLK7 act, ADAM17 inh, PLC-beta3 inh, UHRF1 MBD2 ctr, DDE Tn6 FP inh, MBD2 inh, Tn7 DDE FP
CC(Nc1ccc(F)cc1)=[N+](C)CCNS(=O)(=O)c1ccc(Cl)cc1
    2, 8, -12, 0.8, -1, 1, 0, -8, 3, -7
COC(=O)c1cccc([N+](=O)[O-])c1CN1CCCC(C(N)=O)C1 (configuration not stated)
    1, -7, -9, -0.3, -6, -10, 1, 0, -1, 2
O=C(CCc1n[nH]c(=O)[nH]c1=O)N/N=C/c1ccc(Br)o1
    1, 2, 6, 1.2, -3, -1, -7, 1, 2, -6
COc1cccc(C(=O)Nc2ccc(NC(=O)c3cc4ccccc4o3)c(OC)c2)c1
    -6, -13, 5, -7.8, 1, -7, -2, -6, 3, -3

Screens from PubChem BioAssay.
